# LYP phosphatase = inhibitors of LYP phosphatase, biochemical, fluorescence intensity, uHTS (AID 1779) | inhibition, % at 11.5 µM, or IC50 in µM where a hit was titrated | actives 0.054% (n = 290,000) | recombinant LYP phosphatase, fluorescence intensity; higher % means a stronger effect | Tyrosine-protein phosphatase non-receptor type 22 (Homo sapiens); in the data active means inhibition above about 50%;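 further: plate controls were vehicle with enzyme for no effect and no enzyme for full effect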
# GPR35 arrestin U2OS = GPR35 antagonists blocking zaprinast-driven arrestin recruitment, primary screen, imaging, U2OS, beta-arrestin-GFP, zaprinast agonist (AID 2058). U2OS GPR35 beta-arrestin-GFP translocation imaging, zaprinast antagonism; higher % means a stronger effect. inhibition, % at 10 µM, or IC50 in µM where a hit was titrated. actives 0.052% (n = 290,000);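 active means inhibition of at least 50% with at least 30 cells and total cytoplasm GFP at most 10,000,000; inconclusive means under 30 cells or total GFP of 10,000,000 plus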
# West Nile virus CPE = West Nile virus antiviral activity, cell-based, CPE readout (AID 1621) | West Nile virus-infected cells, CPE inhibition; higher % means a stronger effect | one-dose CPE inhibition, % at 10 µM; IC50 in µM for titrated hits | actives 0.02% (n = 290,000); in the data active means a potency from the dose series; inconclusive means CPE inhibition mostly from about 3.7% at the one dose, without a potency; inactive means the rest, 99 in 100 with CPE inhibition below about 2.2%; further: strong numbers were not always called active
# CSM14.1 death rescue = rescue of cells from ER stress-induced death, primary screen, 384-well, CSM14.1, thapsigargin, ATP luminescence (AID 1222). CSM14.1 thapsigargin-induced death rescue, ATP luminescence; higher % means a stronger effect. cellular ATP content (survival), % at 20 µM; hits with a dose series show EC50 in µM. 190,000 tested, under 10 active;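 active means EC50 below 50 µM in the dose-response confirmation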;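 further: death triggered by thapsigargin at about 15 µM added after 2 h compound pretreatment; cell ATP read after overnight thapsigargin exposure of roughly 18 to 22 hours; normalized against plate controls of thapsigargin alone and 5% DMSO vehicle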
# Large T inhibition = SV40 large T antigen inhibitors, biochemical (AID 1903); actives 0.39% (n = 310,000); SV40 large T antigen ATPase/helicase inhibition assay; higher % means a stronger effect; inhibition, % at 20 µM, or IC50 in µM where a hit was titrated; in the data active means a potency from the dose series; inconclusive means inhibition mostly from about 32% at the one dose, without a potency; inactive means the rest, 99 in 100 with inhibition below about 32%; further: strong numbers were not always called active
# MgcRacGAP inhibition = MgcRacGAP GTPase-activating activity inhibitors, confirmation, biochemical, ADP Hunter fluorescence; Rac GTPase-activating protein 1 (Homo sapiens); MgcRacGAP-stimulated Rac1 GTP hydrolysis, ADP Hunter fluorescence; higher % means a stronger effect; GST-tagged Rac1 F28L mutant substrate; inhibition, % at 30 µM, or IC50 in µM where a hit was titrated; actives 0.6% (n = 340,000);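 active means first-screen hits whose inhibition reached a set limit at any dose in the follow-up dose series; inconclusive means inhibition above the set first-screen limit but never retested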;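 further: fluorescence reports GDP produced by GAP-driven GTP hydrolysis; strong numbers were not always called active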
# Salmonella PhoP GFP = inhibitors of PhoP regulon expression, primary screen, Salmonella Typhimurium, GFP reporter (AID 1863); S. Typhimurium PhoP-regulated promoter GFP reporter, 4 h; higher % means a stronger effect; inhibition, % at 50 µM; hits with a dose series show IC50 in µM; actives 0.16% (n = 300,000);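 active means inhibition over 29.93%, a cutoff 3 SD above the screen mean, later confirmed by dose response; inconclusive means inhibition over 29.93% but no dose response follow-up; inactive means inhibition at most 29.93% or unconfirmed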;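 further: 0% = low Mg2+ inducing control and 100% = high Mg2+ repressing control; strong numbers were not always called active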
# NS5 inhibitors = Dengue-2 NS5 methyltransferase inhibitors, primary screen, biochemical, confirmation dose response (AID 588689); Dengue-2 NS5 methyltransferase capping enzyme assay, biochemical; higher % means a stronger effect; actives 0.3% (n = 340,000); Genome polyprotein (Dengue virus type 2 (strain 16681-PDK53)); one-dose inhibition, % at 25 µM; IC50 in µM for titrated hits; in the data active means a potency from the dose series; inconclusive means inhibition above about 29% without an active follow-up result
# RSV CPE inhibition = RSV antiviral activity via CPE protection, HEp-2 cells, primary 10 µM value included (AID 2391). HEp-2 cells, RSV-induced CPE inhibition; higher % means a stronger effect. one-dose CPE inhibition, % at 10 µM; IC50 in µM for titrated hits. actives 0.13% (n = 310,000); in the data active means a potency from the dose series; inconclusive means CPE inhibition mostly from about 23% at the one dose, without a potency; inactive means the rest, 99 in 100 with CPE inhibition below about 21%; further: strong numbers were not always called active
# NS5 inhibitors pilot replicate = further read-out of NS5 inhibitors, marked with its call; inhibition, %; measured here: pilot screen replicate inhibition
# * marks the source's active call; other numbers are inactive results; ? = inconclusive; . = not tested or not shown; & = joins results of further samples.
SMILES,LYP phosphatase,GPR35 arrestin U2OS,West Nile virus CPE,CSM14.1 death rescue,Large T inhibition,MgcRacGAP inhibition,Salmonella PhoP GFP,NS5 inhibitors,RSV CPE inhibition,others
CCC(C(=O)N1CCC(N2CCCCC2)CC1)n1nc(C)c2sc3ccccc3c2c1=O (centres undefined),-6%,8%,0.0%,.,3%,14%,8%,-5%,.,
C/C(Cn1nc([N+](=O)[O-])cc1C)=N\NC(=O)c1ccc(C(C)(C)C)cc1,-6%,11%,0.1%,-0.3%,9%,-1%,-2%,-8%,-1.9%,
O=C(Cn1cc2c(n1)CCCC2)N1CCOCC1,-7%,8%,0.2%,5.6%,2%,0%,8%,-2%,1.2%,
COc1cc(NC(=O)Cn2c(-c3cncs3)nc3ccccc32)cc(OC)c1OC,-4%,-2%,1.6%,-2.2%,0%,-7%,9%,3%,3.8%,NS5 inhibitors pilot replicate=4.7
Nc1cc(C(F)(F)F)cc([N+](=O)[O-])c1N,-4%,3%,-1.0%,-1.9%,12%,3%,14%,-9%,5.2%,
O=S(=O)(c1ccc(OC(F)(F)F)cc1)N1CCCC(c2ccccc2)C1 (centres undefined),-2%,5%,-0.1%,.,6%,3%,-4%,1%,8.2%,
Cc1ccccc1CC(=O)N1CCCC1,-8%,12%,-0.2%,.,-3%,12%,3%,.,1.5%,
Cc1[nH]c(=O)c(C#N)cc1-c1ccncc1,1%,0%,0.1%&0.4%,-0.1%,8%,0%,-5%,1%,-0.6%,
Cc1ccc(S(=O)(=O)N2CCC(C(=O)N[C@H](C(=O)NCC3CCCO3)C(C)C)CC2)cc1 (some centres undefined),-2%,-3%,-0.8%,0.7%,10%,4%,0%,3%,-0.9%,NS5 inhibitors pilot replicate=-3.0
O=C1C(Cc2c[nH]c3ccccc23)NC(=S)N1Cc1ccccc1 (centres undefined),-2%,-7%,-1.1%,-0.8%,8%,.,4%,.,5.0%,

# The final three entries of the part before are carried over, then new ones follow:
SMILES,LYP phosphatase,GPR35 arrestin U2OS,West Nile virus CPE,CSM14.1 death rescue,Large T inhibition,MgcRacGAP inhibition,Salmonella PhoP GFP,NS5 inhibitors,RSV CPE inhibition,others
Cc1[nH]c(=O)c(C#N)cc1-c1ccncc1,1%,0%,0.1%&0.4%,-0.1%,8%,0%,-5%,1%,-0.6%,
Cc1ccc(S(=O)(=O)N2CCC(C(=O)N[C@H](C(=O)NCC3CCCO3)C(C)C)CC2)cc1 (some centres undefined),-2%,-3%,-0.8%,0.7%,10%,4%,0%,3%,-0.9%,NS5 inhibitors pilot replicate=-3.0
O=C1C(Cc2c[nH]c3ccccc23)NC(=S)N1Cc1ccccc1 (centres undefined),-2%,-7%,-1.1%,-0.8%,8%,.,4%,.,5.0%,
C=CCn1c(C)cc(C(=O)CSc2nc(N)cc(N)n2)c1C,1%,6%,-0.5%,-1.3%,16%,8%,30%,-8%,2.6%,
CC(=O)OCC(=O)NCc1ccc2c(c1)OCO2,-5%,-1%,-0.1%,-0.8%,1%,1%,4%,-3%,-0.7%,
CCOc1ccc(-c2nnc(-c3ccncc3)o2)cc1OCC,-4%,0%,0.6%,2.2%,5%,13%,-7%,-10%,1.3%,
Cc1cc(C)n2nc(-c3ccc(F)cc3)nc2n1,-7%,0%,-0.2%,-1.8%,1%,7%,8%,4%,2.1%,
CCN1CCN(c2nc3c(C)cccn3c(=O)c2/C=C(\C#N)C(=O)NC)CC1,-26%,0%,-0.6%,.,18%,8%,-4%,-3%,2.2%,
COC(=O)c1ccc(NC(=O)Cn2c([N+](=O)[O-])cnc2C)cc1,2%,-4%,-1.3%,.,4%,10%,8%,-5%,-1.3%,NS5 inhibitors pilot replicate=-5.2
COc1ccc(NC(=S)N(CCc2ccc(OC)c(OC)c2)Cc2ccccn2)cc1,-5%,2%,-0.9%,1.9%,8%,5%,4%,-2%,6.2%,
Cc1sc2nc(C)n(/N=C/c3ccc(O)cc3O)c(=O)c2c1C,-8%,-15%,-0.6%,0.6%,3%,3%,8%,-5%,-0.3%,
O=C(CSc1ccccc1)Nc1cccc(NC(=O)c2ccco2)c1,-2%,14%,-0.7%,0.1%,9%,6%,3%,-4%,1.3%,
COc1ccccc1/C=C/C(=C1/C(=O)N(c2ccccc2)N=C1C)c1ccc(C)cc1,4%,-2%,0.5%,-2.9%,10%,-13%,9%,0%,6.1%,
O=C(c1cc2cc(Br)ccc2s1)N1CCOCC1,-7%,7%,-0.4%,.,16%,0%,-4%,1%,0.1%,
CC(C)c1ccc(N2C(=NC(=O)C3CCCO3)SC3CS(=O)(=O)CC32)cc1 (centres undefined),-14%,24%,0.1%,.,.,6%,0%,-10%,1.9%,
CCCC(C)NC(=O)CN1C(=O)c2cccc3cccc1c23 (centres undefined),-16%,6%,-0.7%,.,1%,8%,8%,-5%,1.9%,
COc1ccc(NC(=O)Nc2ccc(C(=O)N3CCOCC3)cc2)cc1,4%,2%,0.1%,.,9%,10%,10%,-41%,1.2%,
CCc1ccc(NC(=O)CCc2nc3cccnc3n2Cc2ccc(OC)cc2)cc1,-6%,7%,?,1.3%,-3%,11%,6%,-4%,7.9%,
O=C(CN(C(=O)Cn1nnc(-c2cccs2)n1)c1ccc2c(c1)OCCO2)NCC1CCCO1 (centres undefined),-3%,-20%,-1.1%,-2.3%,12%,-6%,-10%,8%,-0.4%,
Cc1ccc2c(C)c(C(=O)N3CCN(C4CCS(=O)(=O)C4)CC3)oc2c1C (centres undefined),-6%,4%,-0.6%,.,12%,6%,-4%,-1%,4.8%,
COc1ccccc1OC1OC2COC(c3ccco3)OC2C(O)C1NC(C)=O (centres undefined),-2%,-5%,-0.7%,-1.1%,1%,11%,16%,-1%,0.5%,
O=C(NCc1ccccc1)C1=C[C@H](C2CC2)C[C@H](OCc2ccc(CO)cc2)O1,-4%,-6%,-0.5%,0.5%,6%,1%,-8%,2%,4.3%,
CCNC(=O)OCc1cn(-c2ccccc2)nn1,-6%,-7%,0.3%,-0.8%,-5%,-3%,-1%,4%,1.5%,
Cc1cc(C)nc(N(C#N)CC(=O)N2CCC(C(N)=O)CC2)n1,-7%,19%,0.1%,-0.1%,-6%,1%,-1%,-5%,1.4%,
CC1CCc2sc(NC(=O)c3ccc(N4C(=O)CCC4=O)cc3)c(C(N)=O)c2C1 (centres undefined),-4%,10%,0.3%,.,5%,5%,2%,3%,3.2%,
CCCC(=O)Nc1ccc(-c2nc3cc(C)ccc3o2)cc1,-7%,-11%,-0.2%,-4.3%,13%,8%,-4%,-3%,41%,
CCOC(=O)c1c(C)n(C)c2cc(Br)c(C)cc12,-1%,-4%,-0.7%,-5.5%,14%,-2%,1%,-5%,18%,
CCc1ccc2c(c1)C1(NN=C(c3ccc(C)cc3)S1)C(=O)N2 (centres undefined),6%,-2%,0.3%,-3.6%,36%,12%,1%,-2%,-2.3%,
O=C(NC(=S)Nc1cc(Cl)ccc1N1CCOCC1)c1ccc(-c2cccc(Cl)c2)o1,7%,-10%,-0.3%,-2.3%,-7%,7%,19%,0%,0.8%,
O=C(NCc1ccc2c(c1)OCO2)c1ccc(S(=O)(=O)N2CCCCC2)cc1,-6%,4%,-0.6%,-4.8%,3%,7%,-1%,1%,1.8%,
Nc1c(C(=O)NCc2ccco2)nnn1CC(=O)Nc1ccc2c(c1)OCO2,1%,8%,-0.1%,.,18%,14%,-11%,4%,-1.9%,
CCN(CC(=O)NCc1ccc(F)cc1)c1ccc(S(C)(=O)=O)cc1[N+](=O)[O-],-1%,-9%,-0.7%,13%,8%,0%,-3%,-3%,0.5%,
Cc1cc(C)n(C(=O)c2ccc(C)o2)n1,-8%,3%,0.4%,1.6%,0%,3%,1%,-10%,0.5%,
Cc1ccc(-n2nc3c(c2NC(=O)c2ccc4c(c2)OCO4)CS(=O)C3)cc1 (centres undefined),-7%,7%,0.1%,1.9%,1%,11%,-7%,-4%,0.9%,
COc1cccc(N2C(=O)Nc3ccc(Br)cc3C2(O)C(=O)NCCCN(C)C)c1 (centres undefined),-5%,-8%,0.2%,.,6%,10%,3%,-12%,1.6%,
O=C(Nc1cscc1S(=O)(=O)c1ccc(Cl)cc1)c1ccccc1Cl,-5%,-9%,-0.7%,.,6%,.,-4%,.,2.9%,
CCOC(CCNC(=O)CCC(=O)Nc1ccc2nc(N3CCN(C)CC3)cc(C)c2c1)OCC,-11%,11%,-0.1%,.,6%,11%,0%,4%,0.7%,
O=C1CSC(c2ccc([N+](=O)[O-])cc2)N1c1ccccc1 (centres undefined),-9%,-3%,-1.5%,.,5%,4%,2%,-2%,1.9%,
Cc1ccc2[nH]c(=O)c(CN(CCc3ccccc3)C(c3nnnn3Cc3ccco3)C(C)C)cc2c1 (centres undefined),6%,-4%,0.3%,.,31%,13%,-2%,-17%,1.8%,
CCc1ccc(N(C(=O)c2snc(C(N)=O)c2N)C(C(=O)NC2CCCC2)c2ccco2)cc1 (centres undefined),-4%,5%,-1.1%,.,2%,6%,2%,-9%,0.2%,
Cc1ccc(S(=O)(=O)N2CCN(C(=O)COC(=O)/C=C/c3ccc(F)cc3)CC2)c(C)c1,.,.,.,.,13%,6%,-8%,2%,-1.3%,
CCN1CN=C(NS(=O)(=O)c2ccc(C)cc2)NC1,-8%,-8%,0.4%,-3.2%,5%,8%,1%,-6%,0.4%,
COC(=O)c1ccc(SC2CCCCC2)c([N+](=O)[O-])c1,-4%,4%,0.6%,-1.0%,0%,7%,14%,-6%,-1.5%,
COc1ccc(C(=O)NC2CC2)cc1OC1CCN(Cc2cc(C)cc(C)c2)CC1,-11%,2%,-0.8%,.,9%,9%,-1%,-3%,-1.0%,
Cc1ccc(-c2noc(C3CCCN(S(=O)(=O)c4ccc5ccccc5c4)C3)n2)o1 (centres undefined),-5%,0%,-0.8%,-0.1%,-1%,6%,0%,-3%,?,
CCOC(=O)N1CCC(N2CCN(c3cc(C)ccc3C)CC2)CC1,-9%,-4%,-1.4%,-0.6%,9%,2%,3%,10%,-0.2%,
O=C(NCCCO)C(=O)NCCc1ccc(Cl)cc1,-8%,13%,-0.2%,1.4%,6%,4%,-2%,-10%,2.2%,
CC(=O)Nc1ccc(Nc2ccc3c4c(cc(=O)n3C)-c3ccccc3C(=O)c24)cc1,-4%,14%,-0.4%,-0.1%,4%,10%,-2%,12%,-1.1%,
O=C(COc1ccc2ccc(=O)oc2c1)NCCc1c[nH]c2ccc(F)cc12,-2%,9%,-0.2%,.,0%,6%,14%,-4%,-0.8%,
